Assay outcomes deposited in PubChem BioAssay by National Center for Advancing Translational Sciences (NCATS).
D2 ag = activates the human D2 dopamine receptor; P14416; HEK293 T-REx D2 cells, calcium flux agonist mode; activation, % at 2 µM; actives 0.53% (n = 340,000);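 active = activation over 3 SD above normal in the single-dose calcium agonist read, cut at about 30% in these data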; also: 0% is about no effect
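Tetracycline-induced HEK293 T-REx cells with force-coupled D2 receptor, plated overnight at 30 C, loaded with no-wash calcium dye. After a 10 s baseline, compound was pin-added and calcium flux read kinetically for 180 s; calcium rises flagged agonists.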
RXFP1 agonist = activates the human relaxin receptor RXFP1; Q9HBX9; HEK293T-RXFP1 cAMP TR-FRET, 30 min; response scale: percent of porcine relaxin response, buffer zero; Potency, µM (series often up to 57.5 µM), for inactives: top-dose activation, most hits filed as activators; actives 0.3% (n = 370,000); active = well fitted activation curve with a large enough effect; inconclusive = small, poorly fitted or top-dose-only effect; also: potency is read from the fitted curve at half-maximal effect; % is scaled to controls: 0 for no effect and ±100 for the full control effect; nearly all actives have a fitted effect of over 60% in size; many of its hits are not listed in these tables
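cAMP rise read by TR-FRET after 30 min, 37C compound exposure (up to 58 uM) in RXFP1-transfected HEK293 cells with Ro 20174 present. EC50 from Hill-equation fits, with 29 nM porcine relaxin as 100% and buffer as basal.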
D1 agonist = activates the human D1 dopamine receptor; P21728; HEK293 T-REx D1 cells, calcium flux, agonist mode; activation, % at 2 µM; actives 1% (n = 360,000); AID 504660; in the data active = activation above about 30%; also: 0% is about no effect
Target sequence (P21728 whole entry, looked up): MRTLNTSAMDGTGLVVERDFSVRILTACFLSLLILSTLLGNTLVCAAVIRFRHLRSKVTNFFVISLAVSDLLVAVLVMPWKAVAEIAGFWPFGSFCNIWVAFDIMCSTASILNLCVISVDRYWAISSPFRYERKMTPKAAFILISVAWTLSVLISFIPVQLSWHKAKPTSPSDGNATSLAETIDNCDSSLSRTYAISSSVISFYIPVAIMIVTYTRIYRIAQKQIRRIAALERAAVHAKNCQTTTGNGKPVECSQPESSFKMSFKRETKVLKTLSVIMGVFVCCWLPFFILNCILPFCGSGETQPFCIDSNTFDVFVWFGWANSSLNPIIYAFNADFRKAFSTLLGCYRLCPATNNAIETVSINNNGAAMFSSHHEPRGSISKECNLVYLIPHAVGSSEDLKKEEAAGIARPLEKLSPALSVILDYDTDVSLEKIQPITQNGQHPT
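Inducible HEK293 T-REx D1 cells, force-coupled to calcium signalling, were plated at 4000 cells/well with tetracycline and held overnight at 30 C. After no-wash calcium dye loading, compound-evoked calcium rise over 180 s flagged agonists.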
TRHR PAM = allosterically enhances the human TRH receptor; P34981; actives 0.66% (n = 360,000); TRHR cells, fluo-8 calcium fluorescence, EC20 TRH enhancement; enhancement, % at 2 µM; in the data active = enhancement above about 30%; also: 0% is about no effect
Target sequence (P34981 whole entry, looked up): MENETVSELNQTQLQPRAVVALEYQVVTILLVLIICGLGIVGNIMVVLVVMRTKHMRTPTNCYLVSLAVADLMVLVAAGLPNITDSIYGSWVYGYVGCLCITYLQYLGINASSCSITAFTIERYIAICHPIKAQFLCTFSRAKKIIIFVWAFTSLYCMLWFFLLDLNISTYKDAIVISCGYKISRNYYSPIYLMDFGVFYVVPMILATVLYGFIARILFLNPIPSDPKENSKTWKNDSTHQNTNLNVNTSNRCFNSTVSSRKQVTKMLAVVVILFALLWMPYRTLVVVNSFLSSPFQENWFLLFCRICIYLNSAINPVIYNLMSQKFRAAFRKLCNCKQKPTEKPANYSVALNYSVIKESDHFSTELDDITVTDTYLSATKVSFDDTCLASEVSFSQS
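TRHR-expressing cells loaded with fluo-8 calcium dye were read kinetically (ex 480/em 530) during compound addition, then stimulated with an EC20 of TRH (10 nM final). Enhancement of the Gq-mediated intracellular calcium response was scored.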
D1 potentiator = enhances dopamine response at the human D1 receptor; P21728; HEK293 TREx D1 cells, calcium flux, dopamine EC20 potentiation; actives 0.036% (n = 360,000); potentiation, % at 10 µM; in the data active = potentiation above about 30%; also: 0% is about no effect
D1 antag = antagonists of human D1 dopamine receptor; P21728; HEK293 TREx D1 cells, calcium flux, dopamine EC80; stronger effect = lower value; activity change, negative = inhibition, % at 10 µM; actives 3.2% (n = 360,000); in the data active = activity change below about -30%; also: % is scaled to controls: 0 for no effect and ±100 for the full control effect
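Inducible Hek293 Trex D1 cells (tetracycline, overnight, 30 C). Calcium dye 30–90 min RT. Antagonist mode: EC80 dopamine added after 180 s compound read.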
RXFP1 antagonist = blocks the human relaxin receptor RXFP1; HEK293-RXFP1, relaxin-stimulated cAMP HTRF, 30 min; stronger effect = lower value; activity change, negative = inhibition, % at 57.5 µM; Q9HBX9; actives 0.59% (n = 350,000);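 active = activity change of -60% or lower, but not beyond a set lower limit; inconclusive = change between -60% and -40%, or beyond the set limit; inactive = change above -40%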; also: % is scaled to controls: 0 for no effect and ±100 for the full control effect
D2 antag = D2 dopamine receptor (human) antagonism; actives 2% (n = 340,000); P14416; inhibition, % at 10 µM; HEK293 TREx D2 cells, calcium flux, dopamine EC80; in the data active = inhibition above about 30%; also: 0% is about no effect
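Calcium mobilization kinetics were recorded at 1 s intervals in tetracycline-induced HEK293 T-REx D2 cells, first for 180 s after compound addition and then 180 s after EC80 dopamine.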
D2 potentiator = positive allosteric modulators of human D2 dopamine receptor; P14416; HEK293 T-REx D2, calcium flux, EC20 dopamine potentiation; potentiation, % at 10 µM; actives 0.34% (n = 340,000); AID 485347;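 active = potentiation over 3 SD above the plate norm, cut at about 30% in these data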; also: 0% is about no effect
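Cells plated with tetracycline inducer and held overnight at 30 C; calcium dye loaded 30–90 min at room temperature; baseline taken, compound added and read 180 s; EC20 dopamine then added and read 180 s.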
Numbers without * were called inactive; ? = inconclusive; · = no result given; & = joins results of further samples.

SMILES	D2 ag	RXFP1 agonist	D1 agonist	TRHR PAM	D1 potentiator	D1 antag	RXFP1 antagonist	D2 antag	D2 potentiator
CCN(CC)S(=O)(=O)c1ccc2c(c1)c(=O)c(C(=O)NCc1ccc(Cl)cc1)cn2C	0.1	6.8%	2	8	4	-4	·	·	8
CCOC(=O)c1sc(NC(=O)COC(=O)CNC(=O)C2CCCCC2)c(C(=O)OCC)c1C	-1.4	0.7%	1	4	-7	3	2	-1	4
Cc1ccnc(NCc2ccc(Br)cc2)c1	-1.7	-0.1%	1	-8	-1	4	2	-5	-4
Cc1cccc([C@@H]2[C@@H]3C(=O)N(Cc4ccccc4)C(=O)[C@@H]3[C@]3(Cc4ccccc4)C(=O)N(c4cccc(F)c4)C(=O)N23)c1	1.0	1.6%	7	5	-5	-5	·	16	-2
CC(C)(C)C(=O)N1CCN(c2ccc(Cl)cc2[N+](=O)[O-])CC1	0.6	-1.0%	4	2	-2	-7	-32	-6	10
CC(=O)Nc1ccc(S(=O)(=O)N2CCc3c(Cl)cccc3C2)cc1	1.8	2.2%	14	0	·	9	·	-10	-7
CCN(CC)S(=O)(=O)c1ccc(O)c(C(=O)OCC(=O)Nc2ccc(OC(F)(F)F)cc2)c1	·	-0.1%	13	-3	-3	-3	-5	·	·
CN(CC(=O)Nc1ccc(N2CCOCC2)cc1)CC(=O)Nc1ccc(Cl)cc1[N+](=O)[O-]	1.8	1.1%	1	-3	-1	-6	-13	-3	13
O=C(C1CCN(S(=O)(=O)N2CCOCC2)CC1)N1CCN(Cc2ccc3c(c2)OCO3)CC1	3.4	0.4%	4	-2	-10	-3	8	3	5
O=C(CCN1C(=O)S/C(=C/c2ccccc2)C1=O)Nc1ccc(O)c(C(=O)O)c1	-0.5	-0.7%	1	1	-2	-9	10	-6	0
COc1ccc2c(c1)c1c(c(=O)n(-c3cccc(C)c3)c(=O)n1CC(=O)NCCC1=CCCCC1)n2C	-0.2	29%	2	-4	-1	3	·	·	4
Cc1nn(CCCC(=O)NCc2ccccc2)c(=O)c2nn(-c3ccccc3)c(C)c12	0.3&-1.3	4.1%&3.9%	3&3	2&12	1&-1	-20&-25	-6&2	8	5&-9
COc1ccc(S(=O)(=O)N2CCCCCC2)cc1NC(=O)Cc1ccccc1F	1.1	-1.3%	6	2	-1	5	-1	-1	-9
O=C1CCc2cc(S(=O)(=O)NCc3ccc(Cl)cc3)cc3c2N1CC3	0.5&0.2	0.5%&4.0%	2&0	-4&-3	-5&0	-13&9	-5	-2	-4&-4
CC(=O)c1ccc(S(=O)(=O)NC2CC(=O)N(c3ccc4c(c3)OCCO4)C2)cc1 (stereo not given)	0.3	0.5%	2	-3	0	-2	-11	13	-9
CC(C(=O)Nc1ccccc1Sc1ccccc1)N(c1ccccc1)S(C)(=O)=O (stereo not given)	-0.3	-0.1%	1	-1	-1	5	6	-10	10
CCN(CC)Cc1c(O)ccc2c(=O)c(-c3ccccc3)coc12	-1.5	4.7%	0	-3	7	-1	-5	8	1
O=C(NCCCn1ccnc1)Nc1cccc2ccccc12	0.1	0.4%	0	-6	-2	1	-2	-9	-6
CC(C)CN(C(=O)CSc1nncn1-c1ccccc1)c1c(N)n(CC(C)C)c(=O)[nH]c1=O	-0.5	-0.2%	2	1	-2	-1	-60*	-5	·
COc1ccc(C(c2nnnn2C2CCCC2)N2CCN(C(=O)c3ccco3)CC2)cc1OC (stereo not given)	7.0	0.0%	2	-5	-7	5	-11	11	-1
COCCn1c(SCC(=O)N2CCOCC2)nc2ccccc2c1=O	-2.2	-2.1%	7	-2	-8	19	-2	2	-3
CN1C(=O)C(CC(N)=O)N(NC(=O)c2ccc(Cl)cc2)C1=S (stereo not given)	-0.1	2.1%	-1	-2	0	-10	3	-14	-8
CC1(C)Cc2c(cnn2-c2ccc(F)cc2)C(NC(=O)CCN2CCCCC2=O)C1 (stereo not given)	-2.9	0.9%	0	14	-6	-1	-16	-7	-13
Cc1ccc(-c2csc3ncn(CC(N)=O)c(=O)c23)cc1C	0.3	0.1%	0	-1	1	-2	7	-1	-21
COc1ccc(N2CCN(c3ncnc4onc(-c5ccc(F)cc5)c34)CC2)cc1	-0.9	1.6%	3	2	-4	-4	-1	·	-7
(more compounds)
SMILES	D2 ag	RXFP1 agonist	D1 agonist	TRHR PAM	D1 potentiator	D1 antag	RXFP1 antagonist	D2 antag	D2 potentiator
Fc1cccc(Cl)c1Cn1ncc2ccccc21	-0.7	-0.1%	3	-8	-8	-18	-21	5	-2
O=C1/C(=C\c2ccc(O)c(O)c2)N=C2CCCCCN12	20	0.3%	5	8	-6	4	-10	-15	-13
COC(=O)c1cc2c(ccn2-c2ccc(F)cc2)n1Cc1ccc(OC)cc1	4.6	5.4%	10	28	-2	35	-8	28	3
Cc1ccc(NC(=O)CSCC(=O)Nc2sccc2C#N)cc1	0.1	2.2%	3	5	2	2	-16	15	-14
CC(Oc1ccc(Br)cc1)C(=O)O/N=C(\N)c1ccncc1 (stereo not given)	-1.0	4.2%	14	4	-7	-12	-37	3	1
C[C@@H]1CCCCCCCCC(=O)OCCN1C(=O)OC(C)(C)C	0.9	1.1%	-1	6	2	3	·	13	-4
CC(=O)CC1(OC(C)=O)C(=O)N(C)c2ccccc21 (stereo not given)	0.1	2.3%	3	-3	0	4	9	-11	-1
O=C(c1ccco1)N1CCN(C(=O)C2CC(c3ccc(F)cc3)=NO2)CC1 (stereo not given)	-0.2	0.3%	2	10	1	-3	3	10	-2
CC1CCCCC1NC(=O)COC(=O)Cc1ccc(Cl)cc1 (stereo not given)	-0.4	-0.1%	0	4	-1	-19	1	-14	5
Cc1cccc(COCC(CC(C)C)N2CCN(C(=O)c3ccc(C(F)(F)F)cc3)CCC2=O)c1 (stereo not given)	-2.4	3.9%	5	-9	-4	7	·	17	3
CN(C)c1ccc(C(=O)OCC(=O)Nc2ccc(N3CCOCC3)cc2)cc1	0.0	3.2%	2	-2	-3	-4	0	26	-7
CCN1C(=O)c2ccccc2S(=O)c2ccc(C(=O)NCc3ccc(F)cc3)cc21 (stereo not given)	0.3	-4.0%	1	0	3	27	-23	·	-24
COc1ccc(C(=O)NC2(C(F)(F)F)C(=O)NC(C)=C2C#N)cc1 (stereo not given)	0.1	-2.1%	-1	41*	-2	-9	·	·	16
O=C(CNC(=O)OCc1ccccc1)Nc1ccc(F)cc1	0.1	-1.3%	5	0	·	-14	-2	-13	9
COCc1c(Br)c(C)nc2sc3c(=O)n(-c4cccc(Br)c4)nnc3c12	1.2	-0.6%	1	0	0	0	5	·	3
CCN(C(=O)COC(=O)c1ccc(=O)n(Cc2ccccc2)n1)C1CCS(=O)(=O)C1 (stereo not given)	-0.2	0.7%	2	-6	-5	-13	-11	2	2
CCc1c(C(=O)Nc2nnc(C3CC3)s2)csc1C	-0.7	6.8%	1	4	1	-7	-7	10	7
Cc1cc(C)cc(C(=O)OCC(=O)Nc2ncccn2)c1	0.0	3.3%	1	-2	2	21	4	5	-14
COc1cc(NS(=O)(=O)c2ccc(NC(=O)NC3CCCCC3)cc2)nc(OC)n1	0.3	1.1%	-3	5	5	8	-10	10	2
CC(=O)c1ccc(OCCCC(=O)NCCc2ccc(C(F)(F)F)cc2)cc1	0.1	2.1%	9	-5	-3	-7	-13	12	-7
CC(=O)c1ccc(NC(=O)C2CCN(S(=O)(=O)c3cccc4nonc34)CC2)cc1	-0.2	0.9%	0	-1	-5	-3	-5	-14	-3
COc1ccc(NC(=O)CN2CCN(c3ccccc3)CC2)cc1	54*	1.2%	1	1	-8	·	1	50*	-23
Cc1cccc(Cn2cccc2CNS(=O)(=O)c2ccccc2F)c1	-1.5	-1.3%	4	7	2	-7	·	·	-1
O=C(COc1ccc2ccc(=O)oc2c1)NCCCN1CCCC1=O	-2.6	5.8%	2	0	-3	-2	-3	-11	10
CCn1c(SCC(N)=O)nnc1-c1ccco1	7.6	1.0%	2	1	2	-6	6	-12	-5
Next section
SMILES	D2 ag	RXFP1 agonist	D1 agonist	TRHR PAM	D1 potentiator	D1 antag	RXFP1 antagonist	D2 antag	D2 potentiator
N#CC1=C(N)Oc2cc(N)ccc2C1c1ccc(F)cc1 (stereo not given)	-0.8	1.4%	1	-2	-2	-5	-4	-3	11
O=C(/C=C/c1ccc([N+](=O)[O-])cc1)NCCc1ccc(F)cc1	-1.3	0.3%	0	2	-4	-23	-13	-7	1
CCOc1ncccc1C(=O)N1CCN(c2ccc(C(F)(F)F)cn2)CC1	1.1	1.7%	2	-8	-2	30	-7	-33	0
O=C(c1ccsc1)N1CCCC(Nc2ccc(F)c(F)c2)C1 (stereo not given)	-0.6	-0.1%	1	2	-4	-9	-8	-9	-2
COc1ccccc1-c1nnc2sc(COc3ccccc3)nn12	0.5	0.7%	0	-6	-9	7	8	-1	-14
COc1ccc(N2CCN(C(=O)C(C)(C)Oc3ccc(Cl)cc3)CC2)cc1	1.6	0.4%	1	-4	12	-11	·	0	-19
CCOc1ccc(S(=O)(=O)N2CCCCC2)cc1NC(=O)C1CSC2(C)CCC(=O)N12 (stereo not given)	-0.3	0.7%	-1	0	0	6	4	-1	-2
Cc1c(C(=O)N(C)C)sc2c1c(=O)n(-c1ccccc1C(F)(F)F)c(=O)n2Cc1cccc(F)c1	0.7	1.0%	3	2	-3	4	-12	·	-9
COc1ccc(CCNC(=O)c2ccc(Cn3c(SCc4ccccc4)nc4cccnc43)cc2)cc1	0.4	?	11	-2	-4	-25	-22	·	15
COCCN(C(=O)COC(=O)c1cccc2ccccc12)c1c(N)n(Cc2ccccc2)c(=O)[nH]c1=O	1.3	-0.4%	2	-2	-3	4	0	2	0
Cc1ccccc1NC(=O)COc1ccc2oc3c(c2c1)CCCC3	-2.2	8.9%	4	1	-1	22	·	·	-19
COCCCn1c(=O)/c(=C\c2ccccc2OC(C)C)s/c1=C(/C#N)C(=O)Nc1ccc(C(=O)O)cc1	·	13%	21	-9	-4	-25	-2	·	·
CCOc1cc(S(=O)(=O)NCCc2ccccc2C)c(OCC)cc1-n1cnnn1	-0.1	0.1%	11	-2	-4	5	2	10	-4

Reformatted: results already given.
SMILES | D2 ag | RXFP1 agonist | D1 agonist | TRHR PAM | D1 potentiator | D1 antag | RXFP1 antagonist | D2 antag | D2 potentiator
CCOc1ncccc1C(=O)N1CCN(c2ccc(C(F)(F)F)cn2)CC1 | 1.1 | 1.7% | 2 | -8 | -2 | 30 | -7 | -33 | 0
O=C(c1ccsc1)N1CCCC(Nc2ccc(F)c(F)c2)C1 (stereo not given) | -0.6 | -0.1% | 1 | 2 | -4 | -9 | -8 | -9 | -2

Only part of the results is shown; rates above refer to the full screens.
